Bioassay records (PubChem)
TDP1 inh = blocks human tyrosyl-DNA phosphodiesterase 1; Q9NUW8; recombinant TDP1, AlphaScreen DNA substrate cleavage; Potency, µM (series often up to 130 µM), for inactives: top-dose activity change, negative = inhibition, usual class: inhibitors; hit rate 0.28% among 350,000; AID 485290; also: nearly all actives have a fitted effect of over 40% in size
Target sequence (Q9NUW8 whole entry, looked up): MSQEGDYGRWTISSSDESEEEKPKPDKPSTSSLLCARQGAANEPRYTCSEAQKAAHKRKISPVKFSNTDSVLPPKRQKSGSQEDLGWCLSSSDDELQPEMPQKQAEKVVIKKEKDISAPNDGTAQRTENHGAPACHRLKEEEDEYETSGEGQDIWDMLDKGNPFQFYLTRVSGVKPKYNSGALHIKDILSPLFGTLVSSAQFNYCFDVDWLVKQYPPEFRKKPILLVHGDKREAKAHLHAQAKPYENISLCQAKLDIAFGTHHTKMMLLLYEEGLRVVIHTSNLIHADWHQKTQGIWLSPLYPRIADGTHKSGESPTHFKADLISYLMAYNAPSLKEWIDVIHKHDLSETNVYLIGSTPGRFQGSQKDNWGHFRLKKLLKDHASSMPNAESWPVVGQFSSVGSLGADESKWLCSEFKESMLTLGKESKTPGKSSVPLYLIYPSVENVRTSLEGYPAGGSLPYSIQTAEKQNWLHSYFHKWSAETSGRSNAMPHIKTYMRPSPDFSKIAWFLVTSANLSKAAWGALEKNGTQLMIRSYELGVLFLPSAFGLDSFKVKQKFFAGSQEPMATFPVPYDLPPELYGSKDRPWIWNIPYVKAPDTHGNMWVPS
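E. coli-derived human Tdp1, 1 nM final. Cpd preinc 15 min RT; substrate 15 nM final, 5 min RT; AS bead mix 10 ug/ml final, 10 min RT. Signal loss = tyrosine-FITC cleavage. No-enzyme wells = max signal.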
TDP1 cell noCPT = qHTS for Inhibitors of human tyrosyl-DNA phosphodiesterase 1 (TDP1): qHTS in cells in absence of CPT. DT40 Tdp1-/- hTDP1 cells, no CPT, ATP luminescence, 48 h. hit rate 15% among 420,000. AID 686978, 2013. Potency, µM (doses to about 46.2 µM), for the others: top-dose activity change, negative = growth inhibition, usual class: inhibitors; also: nearly all actives have a fitted effect of over 55% in size
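Cells were dispensed at 400 per well, compounds added by pin tool, plates incubated ≥48 hr at 37 °C, then CellTiter-Glo added for 30 min at room temperature before luminescence reading. Line: DT40 Tdp1-/- complemented with hTDP1; camptothecin omitted.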
DT40 TDP1 CPT = DT40-hTDP1 cell growth loss with CPT. chicken DT40 Tdp1-/-;hTDP1 cells + 20 nM CPT, ATP luminescence, 48 h. Potency, µM (doses to about 46.2 µM), without a hit: at the top dose activity change, negative = growth inhibition, hits mostly inhibitors. hit rate 12% among 420,000. AID 686979; also: nearly all actives have a fitted effect of over 55% in size
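Cell growth measured by CellTiter-Glo luminescence after a minimum 48 h, 37 C compound exposure with 20 nM CPT in Tdp1-knockout DT40 cells stably expressing hTDP1, seeded 400/well; qHTS titration format.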
The depositor's hits bear a star; u = inconclusive; x = not tested or not shown; [ ] = dose if it differs, or a comment. Calls follow the shape of the dose curve; as a rule, active = well fitted curve in the direction sought with a large enough effect; inconclusive = small, poorly fitted or top-dose-only effect, or another doubt; inactive = no such curve, though single readings can be large; an effect the other way counts as inactive or inconclusive. % is scaled to controls: 0 for no effect and ±100 for the full control effect; potency is read from the fitted curve at half-maximal effect.

SMILES | TDP1 inh | TDP1 cell noCPT | DT40 TDP1 CPT
COc1ccc(CCCNC(=O)C2Cc3c(-c4ccc5c(c4)OCO5)ccnc3O2)cc1 (configuration not stated) | x | u | u
Cc1ccc(S(=O)(=O)CCC(=O)OCC(=O)NC2CCS(=O)(=O)C2)cc1 (configuration not stated) | x | -8.4% | -1.7%
Cc1c(Cl)cccc1NC(=O)c1cc(-c2ccccc2O)n[nH]1 | -1.8% | u | u
CCOc1ccc(OCC)c(NC(=O)C(NS(=O)(=O)c2ccc3c(c2)oc(=O)n3C)C(C)C)c1 (configuration not stated) | 1.0% | -14.7% | -20.6%
CC1(C)NC(=O)N(CC(=O)N2CCN(S(=O)(=O)c3ccccc3F)CC2)C1=O | 1.2% | 3.8% | -0.1%
COc1cc(CC(CC(=O)c2ccc3c(c2)OCO3)C(=O)O)cc(OC)c1OC (configuration not stated) | x | 1.0% | 14.5%
CNc1nc(-c2ccccc2)c2sccc2n1 | x | u | u
COc1ccc(S(=O)(=O)Nc2ccc3c(c2)C(=O)N([C@H](C)CO)C[C@H](C)[C@@H](CN(C)S(=O)(=O)c2ccc(F)cc2)O3)cc1 | 0.3% | u | u
O=C(O)CCc1ccc(-c2cccs2)n1Cc1ccco1 | 0.0% | -1.3% | -22.1%
CC(C#N)(NC(=O)CN1CCN(S(=O)(=O)c2ccc(Br)cc2Cl)CC1)C1CC1 (configuration not stated) | 1.5% | u | u
CC1(C(=O)N(CC(=O)NC2CCCC2)Cc2ccc(Cl)cc2)CC(=O)N=C2C=CC=CN21 (configuration not stated) | x | 10.2% | 16.4%
CCOC(=O)/C=C1\SCC(=O)N1CC(=O)Nc1ccc(C(C)C)cc1 | 3.0% | u | -24.6%
CCOc1ccc(C2CC(c3ccc(F)cc3)n3ncnc3N2)cc1 (configuration not stated) | 1.3% | 20.6µM* | u
Cc1cc(C)c2c(n1)nn1c(N3CCN(c4ccccc4C)CC3)cc(C)nc21 | x | u | u
Brc1ccc(-c2cn3ccccc3n2)cc1 | -2.5% | u | -19.8%
COCC1CCN(C(=O)C2CCC(=O)N(CCc3ccc(Cl)cc3)C2)CC1 (configuration not stated) | 3.0% | 2.9% | -22.6%
O=C1Nc2cc(C(F)(F)F)ccc2N2CCCCC12 (configuration not stated) | x | u | -2.7%
CC(=O)c1ccc(NC(=O)C(C)n2c3ccccc3c3nc(=O)cc(C)n32)cc1 (configuration not stated) | x | 2.6% | 2.4%
Cc1c(C(=O)N2CCCCCC2)c(S(=O)(=O)Nc2ccccc2F)c(C)n1C | 13.9% | -1.7% | -1.0%
CC1CCCCN1C(=O)C(=O)c1cn(CC(=O)N2CCCC2)c2ccccc12 (configuration not stated) | 2.0% | 14.9% | -0.3%
CCN(CC)C(=O)CSc1nnc(C2CCCCC2)o1 | 1.9% | 0.3% | -7.6%
Cc1ccc(NC(=O)Nc2cnccn2)cc1 | 1.7%[56.1 µM] | 17.8% | -18.2%
COc1cccc(-c2nc(Cn3c(=O)cc(C)c4c(C)nn(-c5ccccc5)c43)c(C)o2)c1OC | 5.8% | 9.8% | 7.9%
COc1ccc(CN(C)C(=O)[C@H](Cc2ccccc2)NC(=O)c2ccco2)c(OC)c1 | 3.1% | u | u
COc1cc(/C=N/NC(=O)CCN2CCN(c3ccccc3)CC2)cc(OC)c1OC | 3.4% | u | -3.8%

The listing continues:
SMILES | TDP1 inh | TDP1 cell noCPT | DT40 TDP1 CPT
O=C(NCc1cccnc1)c1cccc2c1C(=O)N(Cc1cccnc1)C2 | -8.6% | -11.2% | 4.7%
Cc1ccc(/C=C/C(=O)OCC(=O)Nc2ccccc2Sc2ccccc2)cc1 | -9.3% | -19.8% | 1.3%
Cc1ccc(NC(=S)Nc2ccc(Cl)c(Cl)c2)c(OC(F)F)c1 | 1.8% | 18.4µM* | 20.6µM*
CC1=Nc2nc(N3CCCCC3)c(C#N)c3c4c(nc(c23)N1)N(c1ccc(C(C)C)cc1)C(=O)C4 | 2.8% | u | u
CN1CCN(S(=O)(=O)c2ccc(NCc3ccc4c(c3)OCO4)nc2)CC1 | 6.0% | 11.1% | -9.8%
Cn1ccnc1CN1CCCCC1C(=O)Nc1ccc(Oc2cccnc2)cc1 (configuration not stated) | 2.9%[56.1 µM] | 23.1µM* | 14.6µM*
O=C(Nc1ccc(Cl)cc1)[C@@H]1[C@@H]2C(=O)N(c3ccc(Cl)cc3)C(=O)[C@@H]2[C@H]2C=CC=NN21 | 10.1% | u | u
CC(C)C(=O)NC(=S)Nc1nnn(C)n1 | 2.4% | -4.0% | 2.1%
COc1cccc(-c2cc(C(F)(F)F)n3nc(C(=O)N4CCCCC4c4cccnc4)cc3n2)c1 (configuration not stated) | 1.2% | 16.4µM* | 16.4µM*
C(=N\Nc1nc2ccccc2[nH]1)/c1ccccn1 | 8.6% | 20.6µM* | u
COc1cc(S(=O)(=O)NC2CCCC2)c(OC)cc1C | -0.1% | 11.5% | 5.1%
O=C(c1ccc2nccnc2c1)N1CCN(c2ccccc2)CC1 | 3.1% | 13.1% | 5.6%
O=C1CC(N2CCN(S(=O)(=O)c3ccc([N+](=O)[O-])cc3)CC2)C(=O)N1c1ccccc1F (configuration not stated) | 5.0% | 12.2% | -12.5%
CCOc1cc2[nH]c(=S)n(CCC(=O)NC3CCCCC3)c(=O)c2cc1OCC | x | -8.4% | u
Cc1cc([N+](=O)[O-])ccc1NC(=O)c1sc2ncn(CC(=O)N3CCOCC3)c(=O)c2c1C | 0.2% | u | u
Cc1ccc(NC(=S)N/N=C/c2ccc(Cl)c([N+](=O)[O-])c2)cc1 | 7.1% | -5.7% | 10.0%
COc1ccc(CN2C(=O)c3ccccc3C2c2nnnn2Cc2ccccc2)cc1 (configuration not stated) | x | u | u
CC1(C)N=C(N)N=C(N)N1c1ccccc1 | -2.0% | 0.13µM* | 0.731µM*
O=C(Cc1ccc([N+](=O)[O-])cc1)Nc1nccs1 | x | -20.7% | -5.6%
C[C@@]12CC(=O)NC1N(C(=O)c1cccc(C(F)(F)F)c1)C(c1ccccc1OC(=O)c1cccc(C(F)(F)F)c1)C2 (some centres not stated) | 5.9% | u | u
COc1cccc(C(=O)C2CCCN(Cc3cn[nH]c3C3CCCCC3)C2)c1 (configuration not stated) | x | u | u
COc1cccc(C(C(=O)NC2CCCC2)N(C(=O)c2ccco2)c2cccc(C(C)=O)c2)c1OC (configuration not stated) | 4.9% | -19.3% | u
COc1cc(N)c(Cl)cc1C(=O)OCC(=O)N1CCc2ccccc21 | 1.2% | -19.1% | -8.4%
C[C@@H]1CNC(=O)c2c(C(=O)N[C@@H](Cc3c[nH]c4ccccc34)C(=O)OC(C)(C)C)ncn21 | x | u | u
CCOC(=O)c1c(NC(=O)CSc2c[nH]c3ccccc23)sc2c1CCC2 | 7.9% | 13µM* | u

Next structures
SMILES | TDP1 inh | TDP1 cell noCPT | DT40 TDP1 CPT
CCC(c1nnnn1C1CCCC1)N1CCN(c2ccccc2)CC1 (configuration not stated) | 4.1% | u | -16.4%
COc1ccc(CCNC(=O)c2ccc3nc(CCc4ccccc4)oc3c2)cc1OC | 5.3% | -28.7% | u
COc1cccc(-n2ccn(CC(=O)NCCc3ccccc3)c(=O)c2=O)c1 | 0.2% | 3.2% | -9.1%
Cc1ccc(/C=C2\SC(=S)N(CCCC(=O)Nc3cccc(C(=O)O)c3)C2=O)cc1 | 6.3% | 9.4% | 1.2%
O=C(CNC(=O)c1ccco1)OCC(=O)c1ccccc1 | -6.8% | -5.8% | 1.4%
CC(C)Cc1ccc(C(=O)NCCOc2ccccc2)o1 | -7.0% | -23.3% | 7.1%
COc1ccc(N2CCN(C(=O)CN3C(=O)NC4(CCCCC4C)C3=O)CC2)cc1 (configuration not stated) | 1.4% | -28.3% | 7.3%
CCOC(=O)C1(CCOC)CCN(Cc2cc3ccccc3s2)CC1 | x | 16.4µM* | 18.4µM*
Cn1cc(CNCc2cn[nH]c2-c2ccc(F)cc2)c(-c2ccc3c(c2)OCCO3)n1 | 0.0% | 4.0% | -10.6%
O=C(CCn1ccnc1)Nc1nc2ccccc2[nH]1 | 1.8% | 6.5% | 7.0%
O=C(N[C@H]1C/C=C\C[C@@H](CC(=O)N(CCO)Cc2ccccc2)C(=O)N2CCC[C@H]2COC1=O)OCC1c2ccccc2-c2ccccc21 | -10.1% | 18.4µM* | 13µM*
CCc1ccccc1NC(=O)C/C(C)=N/NC(=O)COc1ccccc1C | x | 1.7% | -2.6%
COCCn1c(SCC(=O)NCc2ccc(OC)c(OC)c2)nc2ccccc21 | 1.5% | -29.0% | -2.3%
CCOCCCNC(=O)C1CCC(CNS(=O)(=O)c2ccc(OC)cc2)CC1 (configuration not stated) | -5.4% | -2.9% | 12.9%
Cc1nn(CC(O)Cn2c3c(c4ccccc42)CCN(C)C3=O)c(C)c1Br (configuration not stated) | 2.3% | -19.5% | -19.9%
Cc1ccc(S(=O)(=O)N(C)C[C@H]2Oc3ncc(-c4ccccc4)cc3C(=O)N([C@@H](C)CO)C[C@@H]2C)cc1 | x | 13µM* | u
CCOC(=O)Cc1cc(C(=O)Nc2ccc(Br)cc2)sc1-c1ccc(C)cc1 | -3.2% | 20.6µM* | u
COc1ccc(OC)c(NC(=O)c2cccc(NC(=O)c3ccccc3C(=O)O)c2)c1 | x | 18.2% | 9.9%
CN(CC(=O)NCc1ccccc1)CC(=O)Nc1ccc(Cl)c(C(F)(F)F)c1 | 0.9% | 18.4µM* | 14.6µM*
NNC(=O)CN1C(c2ccc(Br)cc2)=Nc2ccc(Br)cc2C1c1ccccc1 (configuration not stated) | 5.4% | -39.4% | -12.9%
Nc1nonc1C(=O)NCCNCc1ccccc1OCc1ccccc1F | 7.4% | 20.6µM* | u
Cc1ccsc1/C=N/n1c(-c2ccccc2)n[nH]c1=S | 5.6% | u | -9.1%
CCCCc1ccc(Nc2ncccc2C#N)cc1 | -4.4% | -3.1% | -1.8%
NC(=NCCc1ccccc1)NS(=O)(=O)c1ccccc1F | 0.6% | -25.2% | -7.9%
Cc1ccc(NC(=O)c2nc(S(C)(=O)=O)ncc2N(Cc2ccco2)Cc2ccco2)cc1 | 4.7% | 11.6µM* | 8.2µM*

(list continues)
SMILES | TDP1 inh | TDP1 cell noCPT | DT40 TDP1 CPT
CS(=O)(=O)N(Cc1ccccc1)c1ccccc1C(=O)N1CCN(c2ccccc2)CC1 | 2.3% | 16.4µM* | 20.6µM*
CC1=CCC2C(=O)N(c3nc4ccccc4n3C)C(=O)C2C1 (configuration not stated) | 39.8µM* | -6.7% | -2.1%
N#Cc1cccc(S(=O)(=O)NCCOc2ccccc2F)c1 | 0.9% | -13.9% | -5.9%
O=C(CSc1nnc(Cc2ccccc2)n1-c1cccc(Cl)c1)N1CCOCC1 | -2.6% | -21.7% | -4.0%
Cc1cc(C(=O)NC2CC(C)(C)Cc3c2cnn3-c2cccc(F)c2)nn1C (configuration not stated) | 0.5% | u | u
CC1=C(C(=O)Nc2ccccc2C)C(c2sccc2C)n2ncnc2N1 (configuration not stated) | 0.6% | -0.2% | 0.7%
CSCCC(NC(=O)c1ccco1)C(=O)N1CCN(C(c2ccccc2)c2ccccc2)CC1 (configuration not stated) | 0.7% | 16.4µM* | 23.1µM*
CCCCn1c(-c2ccc(F)c(F)c2)nc2cc3[nH]c(=O)c(C(C)C)nc3cc21 | x | 20.6µM* | 20.6µM*
CCc1ccc2nc(N(CCN(C)C)C(=O)/C=C/c3cccs3)sc2c1 | 8.7% | u | u
Cc1noc(C)c1COC(=O)[C@@H](NC(=O)c1ccccc1)C(C)C | 5.3% | 1.0% | -8.9%
COc1ccc(Nc2cc(NCCCO)c([N+](=O)[O-])c3nonc23)cc1 | x | 1.1% | -25.1%
CCCCCOC(=O)c1[nH]c2c(c1C)C(=O)CC(c1ccco1)C2 (configuration not stated) | -1.3% | 0.164µM* | 0.184µM*
O=C1CN(C(=O)c2cccs2)c2ccccc2N1 | -1.0% | -6.5% | -5.2%
CC1CCCN(C(=O)COC(=O)c2ccc3[nH]c4c(c3c2)CCCC4)C1 (configuration not stated) | -0.3% | 23.1µM* | u
